Bioassay records: PubChem BioAssay, National Center for Advancing Translational Sciences (NCATS)
TbPYK inhibitor: blocks Trypanosoma brucei pyruvate kinase | Q57TT1 | Potency, µM (doses to about 76.8 µM), without a hit: at the top dose activity, negative = inhibition, usual class: inhibitors | AID 624173 | TbPYK enzyme, Kinase-Glo Plus ATP luminescence, 45 min | 410,000 compounds, 0.12% hits; active means well fitted inhibition curve with a large enough effect; further: nearly all actives have a fitted effect of over 50% in size
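Luminescence from Kinase-Glo Plus, added after a 45-minute room-temperature reaction, served as the end-point read-out. The enzyme and substrate were preincubated with compound before ADP (130 uM final) initiated turnover. Concentration-effect curves came from normalized qHTS data.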
An asterisk follows results filed as active. On the % scale 0 is the no-effect control and ±100 the full control effect; potency means the concentration at half of the fitted maximal effect. An excerpt (hit frequency here may not be typical).

SMILES | TbPYK inhibitor
COC(=O)c1cccc2c1C(=O)c1cc([N+](=O)[O-])ccc1-2 | 4%
CC1=CC2OC3CC4OC(=O)C=CC=CC(C(C)O)OCC(O)C5(C)OC5C(=O)OCC2(CC1O)C4(C)C31CO1 (stereo unspecified) | 0%
CC(C)(C)C1CCN2CCC[C@](c3ccccc3)(C1)[C@@]21CO1 (stereo partly specified) | -1%
CCCNC(=O)c1cc(C2CCCCN2C(=O)CCCc2ccccc2)on1 (stereo unspecified) | 3%
CCNC(=O)N(C)c1c(CC)nc2ccc(C(=O)N3CCN(C(C)=O)CC3)cn12 | 4%
C[C@H](NC(=O)c1[nH]cnc1C(=O)N[C@@H](C)CO)c1ccccc1 | -2%
COc1ccc(NC(=O)CSc2nc3ccsc3c(=O)n2CCC(=O)O)cc1 | -1%
ClCCn1c(CCl)nc2ccc(Cl)cc21 | -1%
Cc1nc2ccccc2n1CCc1nc2c3ccccc3nc(SCc3ccccc3F)n2n1 | 3%
COc1ccc(-c2cc3ccc(O)c(CN4CCCCC4C)c3oc2=O)cc1OC (stereo unspecified) | 0%
C[C@]12CCC3C(CC[C@H]4C[C@@H](O)CC[C@]34C)C1=CC[C@@H]2O (stereo partly specified) | 5%
O=C(Oc1ccccc1)N1CCC2(CC1)CN(c1ccccn1)C2 | -10%
COc1cc2c(=O)c(C(=O)c3ccc(C)c(C)c3)cn(Cc3ccccc3F)c2cc1OC | 8%
CCCCN(CC)c1ncnc2c1sc1nc(N3CCOCC3)c3c(c12)CCCC3 | -1%
CC1=C(C(=O)N2CCCCC2)C(c2ccc(Cl)cc2)n2c(nc3ccccc32)N1 (stereo unspecified) | -4%
COc1cc(CNCCSc2nnnn2C)ccc1OCc1ccc(F)cc1 | -5%
CCCCC(=O)N(C)c1c(CC)nc2c(OCc3ccc(S(C)(=O)=O)cc3)cccn12 | -2%
O=C1c2[nH]nc(-c3ccccc3O)c2C(c2cccc(OCc3ccccc3)c2)N1CCCO (stereo unspecified) | 2%
COc1cccc(NC(=O)C(=O)NCCc2csc(-c3ccc(C(F)(F)F)cc3)n2)c1 | 0%
CC1=CN2C(c3cccc([N+](=O)[O-])c3)=NON(c3ccc(C)cn3)C2C=C1 (stereo unspecified) | -5%

The last four compounds of the section before come first, to join the parts:
SMILES | TbPYK inhibitor
CCCCC(=O)N(C)c1c(CC)nc2c(OCc3ccc(S(C)(=O)=O)cc3)cccn12 | -2%
O=C1c2[nH]nc(-c3ccccc3O)c2C(c2cccc(OCc3ccccc3)c2)N1CCCO (stereo unspecified) | 2%
COc1cccc(NC(=O)C(=O)NCCc2csc(-c3ccc(C(F)(F)F)cc3)n2)c1 | 0%
CC1=CN2C(c3cccc([N+](=O)[O-])c3)=NON(c3ccc(C)cn3)C2C=C1 (stereo unspecified) | -5%
CCOC(=O)C1=CCN(S(=O)(=O)c2ccccc2Br)C1c1ccc(Cl)c(Cl)c1 (stereo unspecified) | 2%
Cc1ccc(CNc2ccc(N3CCN(C)CC3=O)cc2)cc1 | 6%
Cc1c(C(=O)N2CCC(C)CC2)c(S(=O)(=O)N2CCN(c3ccc(Cl)cc3)CC2)c(C)n1C | -4%
CCn1c(CNC(=O)c2ccc(OC)cc2)nnc1SCC(=O)Nc1cc(C)ccc1C | -7%
CCN1CCN(C(c2ccc(SC)cc2)c2c(O)cc(C)n(CCOC)c2=O)CC1 (stereo unspecified) | 11%
Cc1cc(C)cc(NC(=O)CSc2oc(-c3ccccc3)nc2S(=O)(=O)c2ccc(Cl)cc2)c1 | -8%
COc1ccccc1Cn1cc(C(=O)c2ccc(C)cc2)c(=O)c2cc(F)cc(F)c21 | -1%
COc1ccc(C(C)C)cc1-c1cncc(NC(C)=O)n1 | -9%
CC1(C(=O)NS(=O)(=O)c2cccc(Cl)c2)CCN1C(=O)CC1CCCCC1 (stereo unspecified) | 4%
CCc1c(C)sc2c1CCN(Cc1ccccc1F)C2c1ccccc1 (stereo unspecified) | 1%
COc1cc(NC(=O)CC(C)S(=O)(=O)c2cc3c4c(c2)CCN4C(=O)CC3)cc(OC)c1 (stereo unspecified) | 1%
C=CCC[C@@H](CCCCC)OC(=O)/C=C/[C@H](O)[C@@H](O)C[C@@H](O)CC=C | 4%
CCOC(=O)c1ccccc1NC(=O)c1c(C)oc2ncnc(N3CCOCC3)c12 | -11%
CCN(C(=O)c1cc(S(=O)(=O)N2CCCC2)cn1C)c1ccc(OC)cc1 | 0%
COc1cccc(-c2nc(SCC(=O)NC3CCCC3)c(-c3ccccc3)[nH]2)c1 | -1%
CCOc1cccc(C2c3c(oc4ccc(F)cc4c3=O)C(=O)N2c2cc(C)ccn2)c1 (stereo unspecified) | 2%
O=C(Nc1ccc2c(c1)OCO2)C1Cc2c(-c3ccncc3)ccnc2O1 (stereo unspecified) | 1%
COc1cccc(C(NC(C)=O)c2nc(-c3cccc(F)c3)cs2)c1 (stereo unspecified) | 0%
CCOC(=O)c1ccc(N2C(=O)c3n[nH]c(-c4ccco4)c3C2c2ccc(OC)cc2OC)cc1 (stereo unspecified) | -2%
COc1ccc(S(=O)(=O)N(C(=O)c2ccncc2)c2ccc3oc(C)c(C(C)=O)c3c2)cc1 | -3%

The list goes on; it opens with the 2 that closed the last part.
SMILES | TbPYK inhibitor
CCOC(=O)c1ccc(N2C(=O)c3n[nH]c(-c4ccco4)c3C2c2ccc(OC)cc2OC)cc1 (stereo unspecified) | -2%
COc1ccc(S(=O)(=O)N(C(=O)c2ccncc2)c2ccc3oc(C)c(C(C)=O)c3c2)cc1 | -3%
CCCS(=O)(=O)Nc1cc(-c2cn3ccc(C)cc3n2)ccc1C | 0%
Cc1c(C(=O)Nc2ccccc2F)sc2ncnc(N(C)C3CCCCC3)c12 | -3%
CCCCNC(=O)CSc1nc2n[nH]c(C)c2c(=N)n1-c1ccccc1CC | -8%
C[C@H]1C[C@@H]2[C@H]([C@@H](O)C[C@@]3(C)[C@H]2CC[C@]3(O)C(=O)COC(=O)CCC(=O)O)[C@@]2(C)C=CC(=O)C=C12 | 5%
Cc1ccc(Oc2coc3cc(OCC(=O)NC4CCCCC4)ccc3c2=O)cc1 | 5%
CCC(=O)N1c2ccccc2CC1C(=O)NCCc1ccccc1Cl (stereo unspecified) | -3%
COc1ccc(C(=O)N2CC(=O)Nc3ccc(C)cc3C2c2ccccc2)cc1OC (stereo unspecified) | 4%
COc1ccccc1C(=O)NCCn1cc(SCC(=O)Nc2ccccc2F)c2ccccc21 | -9%
CC(C)c1ccc(NC2CCCN(C(=O)CN3CCCCC3=O)C2)cc1 (stereo unspecified) | 6%
COC(=O)Cn1c(=O)c2c(nc3n2CCN3c2cccc(C)c2)n(C)c1=O | -1%
COC(=O)c1ccc2nc(C3CCCCC3)c(Cc3ccc(C)cc3)n2c1 | 1%
CCOC(=O)CSc1nc2c(sc3ccccc32)c(=O)n1Cc1ccc(OC)cc1 | -4%
Cc1cc(Cl)ccc1-c1cc2nc(NCCCN(C)C)n(C)c(=O)c2s1 | 2%
CC(O)(c1ccc(F)c(F)c1)c1nc(-c2cccc(C#N)c2)cs1 (stereo unspecified) | -5%
COc1ccc(-n2c(=O)c(-c3cccs3)nc3cnc(N4CCNCC4)nc32)cc1 | 0%
CCOc1ccc(C(c2c(O)cc(C)n(CCOC)c2=O)N2CCN(c3ccccc3F)CC2)cc1 (stereo unspecified) | -11%
COc1cc2oc(=O)cc(CN3CCCC3)c2cc1Cl | 5%
O=C(C1CCC(Cn2c(=O)c3sccc3n(Cc3ccccc3F)c2=O)CC1)N1CCCCC1 (stereo unspecified) | 1%
CCOC(=O)c1cccc(NC(=O)C2CCN(S(=O)(=O)c3c(C)noc3/C=C/c3ccc(C)cc3)CC2)c1 | -2%
Cc1noc(C)c1S(=O)(=O)N(C)C[C@H]1OCc2cnnn2CCCC(=O)N([C@@H](C)CO)C[C@H]1C | -2%
Cc1ccc2oc(=O)c3cnn(CC(=O)N(C)c4ccc(F)cc4)c3c2c1 | -3%
Cc1ccc(-n2ncc3c(=O)n(Cc4cccc(C(F)(F)F)c4)cnc32)cc1C | 5%
C(=C\c1ccccc1)/CN1CCN(C(c2cc3ccccc3o2)c2nnnn2C2CCCC2)CC1 (stereo unspecified) | 1%
CC(C)c1ccc(CN2CCC2(C)C(=O)Nc2cccc(Oc3ccccc3)c2)cc1 (stereo unspecified) | 0%
O=C(CNC(=O)N1CC(=O)Nc2ccccc21)Nc1ccc(Cl)cc1Cl | -7%
C/C=C/c1ccc2c(c1)O[C@@H](CN(C)C(=O)c1ccc(F)cc1)[C@@H](C)CN([C@H](C)CO)S2(=O)=O | -7%
CC(=O)Nc1cc(-c2ccccc2CN(C)C)cn2c(-c3ccc(F)c(Cl)c3)cnc12 | -3%
COc1ccc(NC(=O)c2sc3nc(C)c(C(=O)Nc4ccc(C)cc4C)c(-c4sccc4C)c3c2N)cc1 | -4%
CCOC(=O)CC(S(=O)(=O)c1ccccc1)S(=O)(=O)c1ccccc1 | -5%
Cc1cc2c(cc3c(SCc4nc(-c5ccccc5)oc4C)nnc(C)n32)o1 | -3%
CS(=O)(=O)c1ccc(-c2csc(C(O)(c3ccccc3)C(F)(F)F)n2)cc1 (stereo unspecified) | -7%
CCOc1ccc(NC(=O)CN(C)C(=O)CCc2nc3ccccc3c(=O)[nH]2)cc1OCC | -4%
COc1cccc(C(=O)Nc2cccc(NC(=O)c3ccc(Cl)cc3Cl)c2)c1 | -2%
CN1OC[C@@H]2CN3C(=O)N(c4ccccc4)c4ccccc4[C@@H]3C[C@@H]21 | 2%
C[C@@H]1CN([C@H](C)CO)C(=O)CCCn2nncc2CO[C@H]1CN(C)C(=O)C1CCCCC1 | 4%
C[C@H](NC(=O)c1ncn2c1C(=O)N[C@@H](C)C2)c1ccccc1 | 3%
Cc1ccc(Cc2c(C3CCCCC3)nc3cc(C)c(Br)c(C)n23)cc1 | -7%
O=C(Nc1ccccc1)c1cc(C2CCCCN2S(=O)(=O)c2ccccc2)on1 (stereo unspecified) | -9%
CC1C(=O)N(Cc2cn(CCC3OCCO3)nn2)CCS(=O)(=O)N1Cc1ccc(-c2cccc(N(C)C)c2)cc1 (stereo unspecified) | 5%
CCCN(CCC)C(=O)Cn1c(=O)n(-c2ccc(Cl)c(Cl)c2)c(=O)c2c(C)c(C(=O)N(C)C)sc21 | 0%

The closing two entries of the part above open the next one.
SMILES | TbPYK inhibitor
CC1C(=O)N(Cc2cn(CCC3OCCO3)nn2)CCS(=O)(=O)N1Cc1ccc(-c2cccc(N(C)C)c2)cc1 (stereo unspecified) | 5%
CCCN(CCC)C(=O)Cn1c(=O)n(-c2ccc(Cl)c(Cl)c2)c(=O)c2c(C)c(C(=O)N(C)C)sc21 | 0%
Cc1cccc(C(O)c2cnc(C)n2Cc2ccccc2)c1 (stereo unspecified) | -2%
COc1ccc(NC(=O)c2ccco2)cc1NC(=O)COc1cc(C)cc(C)c1 | -2%
COc1ccc(CCNc2nc(C)cc(=O)[nH]2)cc1OC | -41%
COc1ccccc1-c1nnc(NC(=O)CCS(=O)(=O)c2ccc(F)cc2)o1 | -2%
CC1(C(=O)NS(=O)(=O)c2ccccc2)CCN1C(=O)Cc1ccccc1Cl (stereo unspecified) | 7%
O=C(Nc1ccc2c(c1)OCCO2)C(C1CC1)N1CCC(Cc2ccccc2)CC1 (stereo unspecified) | 1%
Cc1cc(C)c2c(CC(=O)N(Cc3ccc(Cl)cc3)Cc3ccco3)coc2c1 | -5%
CCCCNS(=O)(=O)c1cccc(NC(=O)[C@@H]2O[C@H](CO)[C@H](O)[C@H](O)[C@H]2O)c1 | -12%
Cc1ccc(-c2nnn(CC(=O)N(CC(=O)NCCC(C)C)c3ccc(F)cc3)n2)cc1 | -6%
COc1ccc(Cl)cc1NC(=O)Cn1c(=O)n(-c2ccc(C)cc2)c(=O)c2ccc(C(=O)NCc3ccccc3Cl)cc21 | 2%
Cc1ccc(C)c(NC(=O)CCc2c(C)n(C)c3cc(-c4ccccc4C)nn3c2=O)c1 | 2%
Cc1ccccc1-c1noc(-c2cccnc2N(C)Cc2ccc(Cl)cc2)n1 | 5%
Cc1ccc(NC(=O)C(=O)NCC(c2cccnc2)N2CCN(Cc3ccccc3)CC2)cc1C (stereo unspecified) | -3%
CC(=O)c1ccc(-c2c(CCO)sc3ccccc23)cc1 | 0%
CN(C)c1ccc(NC(=O)Nc2ccc3c(c2)c(=O)n(C)n3-c2ccccc2)cc1 | -7%
C[C@H]1CN([C@@H](C)CO)C(=O)c2cc(Br)cnc2O[C@@H]1CN(C)S(C)(=O)=O | 3%
Cc1cccc(Cn2c(COc3ccc(Cl)cc3)nc3ccccc32)c1 | -2%
O=C(Cn1c(-c2cccs2)cc2cc(F)ccc21)NCCCN1CCN(c2ccc(F)cc2)CC1 | -14%
COc1ccc(C)cc1NC(=O)c1cc(S(=O)(=O)N2CCCCC2)c[nH]1 | 7%
CCc1cccc(C)c1NC(=O)Cn1c(=O)n(-c2ccc(C)cc2)c(=O)c2c1cnn2C | -1%
COc1cccc(CN(C)C[C@H]2OCc3cnnn3CCCC(=O)N([C@H](C)CO)C[C@@H]2C)c1 | -1%
